PKM2 act = activators of human pyruvate kinase M2; P14618; purified PKM2, Kinase-Glo ATP luminescence, activation; response scale: 0% is enzyme alone, no compound; Potency, µM (series often up to 57.5 µM), inactives show at the highest dose activation, most hits filed as activators; 0.34% of 260,000 active; AID 1631; further: potency means the concentration at half of the fitted maximal effect; on the % scale 0 is the no-effect control and ±100 the full control effect; nearly all actives have a fitted effect of over 55% in size
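ATP formation by purified human PK-M2, quantified via coupled luciferase luminescence after 1 h at room temperature with 0.1 mM ADP and 0.5 mM PEP final.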
Menin-MLL TR inh = displaces Texas Red mutant MLL peptide from human menin; O00255; Potency, µM (series often up to 61.6 µM), for inactives: at the top dose FP activity change, negative = inhibition, hits mostly inhibitors; Menin + Texas Red MLL mutant peptide, fluorescence polarization; AID 1768; 0.23% of 270,000 active; active means well fitted inhibition curve with a large enough effect in the polarisation, with a control signal flat, not every such curve was filed as active; inconclusive means small, poorly fitted or top-dose-only effect, or effect the other way, or a change in a side signal; inactive means no such curve, though single readings can be large or run the other way; the % refers to the polarisation; further: potency means the concentration at half of the fitted maximal effect; % of control where 0% means no effect; many of its hits are not listed in these tables
MBNL1-CUG inh = inhibitors of human MBNL1 binding to CUG repeat RNA. Q9NR56. TR-FRET MBNL1-His/biotin-(CUG)12 binding, 665/545 ratio. Potency, µM (series often up to 57.5 µM), inactives show at the top dose activity change, negative = inhibition, most hits filed as inhibitors. 0.036% of 280,000 active; active means well fitted inhibition curve with a large enough effect in the signal ratio, with a control signal flat, not every such curve was filed as active; inconclusive means small, poorly fitted or top-dose-only effect, or effect the other way, or a change in a side signal; inactive means no such curve, though single readings can be large or run the other way; the % refers to the signal ratio; further: potency means the concentration at half of the fitted maximal effect; on the % scale 0 is the no-effect control and ±100 the full control effect
Target sequence (Q9NR56 whole entry, looked up): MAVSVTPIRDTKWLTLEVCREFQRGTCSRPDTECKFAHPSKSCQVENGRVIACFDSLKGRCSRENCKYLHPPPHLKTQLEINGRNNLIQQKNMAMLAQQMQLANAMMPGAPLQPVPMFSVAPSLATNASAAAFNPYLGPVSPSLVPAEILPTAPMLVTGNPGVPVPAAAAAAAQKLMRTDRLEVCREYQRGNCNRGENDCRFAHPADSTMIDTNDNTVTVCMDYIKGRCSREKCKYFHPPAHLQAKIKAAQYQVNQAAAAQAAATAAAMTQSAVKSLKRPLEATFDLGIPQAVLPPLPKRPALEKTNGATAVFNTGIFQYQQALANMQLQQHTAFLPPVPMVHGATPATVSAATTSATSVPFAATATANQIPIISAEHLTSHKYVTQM
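His-tagged MBNL1 binding to biotinylated (CUG)12 RNA was measured by TR-FRET using terbium anti-His antibody (0.055 ng/ul final) and streptavidin-XL665 (5 nM final). Compounds were titrated 92 nM to 58 uM; 60 min at room temperature.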
KCNH2 WT inh = blocks the wildtype human KCNH2 potassium channel | activity change, % at 1.84 µM | 0.37% of 340,000 active | U2OS, BacMam KCNH2, thallium flux FluxOr; stronger effect = lower value | Q12809;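 active means maximum activity change below -70%; inconclusive means maximum activity change between -70% and -50%; inactive means maximum activity change above -50%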; further: on the % scale 0 is the no-effect control and ±100 the full control effect
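U2OS cells were transduced with wild-type KCNH2 virus (2.03 x 10^8 / mL) for 4 h at room temperature, then cultured overnight at 37 C. Thallium flux was read with FluxOr dye. Rate constants were normalized to DMSO controls.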
TSHR antag = antagonists of human thyroid stimulating hormone receptor. AID 504810. activity change, negative = inhibition, % at 11.5 µM. 0.2% of 330,000 active. TSHR-expressing cells, TSH-stimulated cAMP HTRF, 2 h; stronger effect = lower value. P16473;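 active means activity change below a set negative limit, meaning inhibition stronger than a set level, cut at about -70% in these data; inconclusive means activity change between two set negative limits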; further: on the % scale 0 is the no-effect control and ±100 the full control effect
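Antagonism was scored as loss of TSH-driven cAMP in TSHR cells, stimulated with 4nM TSH (EC80) for 2 hours at 37 deg C and detected by homogeneous HTRF competition immunoassay.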
Chronic BCR inh = blocks chronic active B-cell receptor signaling | ABC-DLBCL IkBa-CBG/CBR reporter, luminescence ratio, 4 h | Potency, µM (titrated, usually from 46.1 µM), without a hit: at the highest dose ratio change, negative = lower green/red ratio, hits mostly inhibitors | 0.05% of 340,000 active; active means well fitted inhibition curve with a large enough effect in the signal ratio, with a control signal flat, not every such curve was filed as active; inconclusive means small, poorly fitted or top-dose-only effect, or effect the other way, or a change in a side signal; the % refers to the signal ratio;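 further: potency means the concentration at half of the fitted maximal effect; plate controls were basal doxycycline-induced cells for no effect and cells given 10 µM MG132 for full effect; MG132 reads +100%, hits lower the ratio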
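TMD8 ABC-DLBCL cells carrying doxycycline-inducible green luciferase fused to IkappaBalpha plus unfused red luciferase were exposed to compounds (up to 46 uM) for 4 hrs at 37C. Activity came from the overlap-corrected green/red luminescence ratio.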
Mito fusion act = inhibitors of mitochondrial division or activators of mitochondrial fusion; S. cerevisiae fusion-defective mutant growth rescue, CellTiterGlo 48 h; 0.23% of 320,000 active; Potency, µM (top dose mostly 46.1 µM), for inactives: at the highest dose growth rescue (activation), hits mostly activators;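 further: potency means the concentration at half of the fitted maximal effect; % of control where 0% means no effect; nearly all actives have a fitted effect of over 45% in size; temperature-sensitive fusion mutants such as fzo1-1 at 37 °C on non-fermentable ethanol glycerol medium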
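Yeast fusion mutant, YPEG (non-fermentable carbon), compound, 48 h at 37C non-permissive; CellTiterGlo added, 10 min RT, luminescence read. Rescued growth = division inhibition.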
USP2a block = USP2a (human) protease inhibition; O75604; USP2 core, Ub-CHOP2 coupled fluorogenic reporter, 485/531; Potency, µM (doses to about 38.3 µM), for inactives: at the top dose activity change, negative = inhibition, actives largely listed as inhibitors; 0.01% of 330,000 active;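 further: potency means the concentration at half of the fitted maximal effect; plate controls were DMSO wells for no effect and full inhibition by NEM control for full effect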
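Deubiquitinase activity read as fluorescence (485/531 nm) after Ub-CHOP2 cleavage activates the enterokinase reporter on its substrate; USP2 core 10nM, Ub-CHOP2 and substrate 25nM each, 30min compound preincubation then 60min RT; data normalized to NEM, curves fitted.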
Eya2 phos inh = blocks the phosphatase activity of human Eya2; O00167; recombinant Eya2, OMFP fluorescence dephosphorylation (OMFP is methylfluorescein phosphate); Potency, µM (doses to about 76.9 µM), for inactives: at the top dose activity, negative = inhibition, usual class: inhibitors; 0.006% of 330,000 active; further: potency means the concentration at half of the fitted maximal effect; on the % scale 0 is the no-effect control and ±100 the full control effect
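Eya2 protein (added as 0.2 uM solution) was preincubated with compound for 10 min at ambient temperature in 50 mM HEPES pH 7.5, 50 mM NaCl, 5 uM MgCl2, 0.05% BSA, 1 mM DTT. OMFP (added at 50 uM) then reacted 10 min; fluorescence read at 485/525 nm.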
GALK inh = galactokinase (human) inhibition; Purified GALK, Kinase-Glo residual ATP luminescence; Potency, µM (series often up to 57.5 µM), for the others: at the highest dose activity change, negative = inhibition, usual class: inhibitors; 0.007% of 270,000 active; further: potency means the concentration at half of the fitted maximal effect; on the % scale 0 is the no-effect control and ±100 the full control effect
Target sequence (P51570 whole entry, looked up): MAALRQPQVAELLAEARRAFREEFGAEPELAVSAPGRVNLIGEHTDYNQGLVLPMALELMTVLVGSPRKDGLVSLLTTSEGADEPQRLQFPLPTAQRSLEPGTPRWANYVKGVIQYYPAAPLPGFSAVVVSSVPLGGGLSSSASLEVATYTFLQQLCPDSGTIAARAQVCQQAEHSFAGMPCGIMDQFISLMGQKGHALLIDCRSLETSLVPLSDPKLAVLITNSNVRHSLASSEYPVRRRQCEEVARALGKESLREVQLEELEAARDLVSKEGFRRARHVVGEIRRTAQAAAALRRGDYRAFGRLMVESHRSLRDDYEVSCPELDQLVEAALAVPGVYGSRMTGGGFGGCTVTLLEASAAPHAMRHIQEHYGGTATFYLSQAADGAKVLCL
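5 nM enzyme, 35 uM ATP, 100 uM galactose, 20 mM HEPES pH8.0, 5 mM MgCl2; 1 h RT; residual ATP by Kinase-Glo Plus luminescence, qHTS format.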
S-ASM inh = human S-ASM enzyme inhibition; 0.006% of 340,000 active; Potency, µM (doses to about 57.5 µM), for the others: at the top dose activity change, negative = inhibition, hits mostly inhibitors; placental ASM, HMU-PC fluorogenic substrate, 60 min; AID 504937; P17405; further: potency means the concentration at half of the fitted maximal effect
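Fluorescence read-out (Ex 386 nm, Em 447 nm) after stopping the reaction at pH 10. Enzyme: ASM from human placenta; substrate HMU-PC0, 9 uM final; 60 min, 37 °C. Compound preincubation 10 min, ambient temperature.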
Numbers without * were called inactive; i = inactive; ? = inconclusive; · = not tested or not shown; [ ] = remark or other dose. Unless noted, the call rests on the fitted dose curve; in most records, active means well fitted curve in the direction sought with a large enough effect; inconclusive means small, poorly fitted or top-dose-only effect, or another doubt; inactive means no such curve, though single readings can be large; an effect the other way counts as inactive or inconclusive.

Every second line gives: TSHR antag	Chronic BCR inh	GALK inh	S-ASM inh	Eya2 phos inh	KCNH2 WT inh	MBNL1-CUG inh	PKM2 act	USP2a block	Menin-MLL TR inh	Mito fusion act
CC(C)(C)c1cc(CN2CCC(O)CC2)cc(C(C)(C)C)c1O
  3	?	0%	0%	16%	-5	-1%	7%	9%	-13%	2%
CCc1ncc(C(O)c2cccc3ccccc23)n1C (stereo unspecified)
  -9	-1%	0%	4%	6%	-4	-13%	1%	-2%	-2%	-1%
OC1CCN(c2ncnc3nc[nH]c23)CC1
  11	-3%	-3%	5%	-3%	-2	-4%	0%	4%	11%	-3%
S=C(NCCc1ccccc1)N/N=C/c1ccc(Cl)cc1
  1	3%	1%	-14%	0%	-1	6%	-2%	1%	·	-3%
O=C(Cn1c(-c2cncs2)nc2ccccc21)NCCc1ccccc1
  0	6%	2%	i	22%	-23	-8%	-17%	6%	-19%[11.7 µM]	3%
CC1CCCN(C(=O)C2CCN(CCCc3ccccc3)CC2)C1 (stereo unspecified)
  15	0%	2%	0%	-3%	4	0%	-19%	0%	12%	-7%
Cc1cc(C(=O)NNC(=O)Cc2ccc(Cl)cc2)c(C)o1
  -5	-9%	·	0%	2%	1	·	·	1%	·	-1%
Fc1ccc(COc2ccccc2CNc2nn[nH]n2)cc1
  -2	0%	11%	5%	-13%	-16	-7%	4%	2%	11%	2%
COc1ccc2cc3cc(C(=O)NCCN4CCN(Cc5ccccc5)CC4)oc3nc2c1
  17	0%	-5%	132%[activator]	10%	-15	?	-1%	2%	-19%	10%
COc1ccc(C(CNC(=O)COc2ccc(F)cc2Br)N2CCCC2)cc1 (stereo unspecified)
  -14	0%	0%	7%	-11%	51	-15%	-4%	-7%	-5%	4%
CC(C)CC1Nc2ncnc(N3CCCCC3)c2N(Cc2ccccc2)C1=O (stereo unspecified)
  -9	?	·	-2%	8%	-10	·	·	1%	·	24%
CCOc1ccc(NC(=O)c2ccccc2SC)cc1
  18	?	1%	2%	7%	-8	-3%	-3%	3%	·	4%
O=C(O)COc1ccc(C(=O)c2ccccc2)cc1
  5	1%	-3%	-1%	7%	6	-13%	-3%	8%	6%	2%
COc1cccc(-c2noc(CCC(=O)NC3CCCC3)n2)c1
  -1	14%	-6%	2%	-6%	2	1%	-11%	0%	·	-2%
Fc1ccc(C(CCNCc2ccccn2)c2ccc(Cl)cc2)cc1 (stereo unspecified)
  -1	?	0%	-3%	2%	-89*	-1%	·	4%	?	-31%
CCS(=O)(=O)N1CCC(C(=O)NCc2ccc(F)cc2)CC1
  12	-4%	0%	7%	0%	5	-14%	3%	2%	-13%	0%
O=[N+]([O-])c1ccc(/C=N/n2cn[nH]c2=S)cc1
  -2	-3%	-1%	-1%	-7%	-10	·	-2%	1%	·	5%
CC(=O)N1c2ccc(S(=O)(=O)N3CCC(C(=O)Nc4cc(C)ccn4)CC3)cc2CC1C (stereo unspecified)
  3	5%	5%	-1%	12%	-3	-7%	·	4%	28%	9%
Cc1ccc(SCC(=O)NCC2COc3ccccc3O2)cc1 (stereo unspecified)
  1	0%	·	1%	-8%	3	·	·	0%	·	7%
CCn1c(SCC(=O)N/N=C/c2c[nH]c3ccccc23)nnc1-c1ccc(C(C)(C)C)cc1
  -4	?	1%	-26%	-5%	18	9%	-2%	-13%	2%	-7%
CCN1C(=O)[C@H]2[C@@H](c3ccc(C)cc3)N3C(=O)N(c4ccc(C)cc4)C(=O)[C@@]3(C)[C@H]2C1=O
  2	1%	·	2%	1%	·	-3%	-8%	1%	19%	1%
O=C(N/N=C/C=C/c1ccco1)c1ccccc1Cl
  0	?	-3%	1%	-23%	-4	?	17%	0%	1%	-8%
COC(=O)c1cc(NC(=O)c2c(-c3ccccc3)noc2C)ccc1N1CCOCC1
  -7	-1%	-1%	14%	-1%	-11	6%	-5%	0%	·	3%
CCNc1nnc(-c2ccc(C)cc2)o1
  -3	1%	4%	0%	3%	-6	5%	0%	1%	-10%	-13%
Cn1c(SCc2cccnc2)nc2cccnc21
  3	-3%	-1%	2%	3%	2	4%	5%	0%	6%	-2%
CCC(C)[C@@H](C(=O)N1CCNCC1)n1cc(CCCCN)nn1 (stereo partly specified)
  -10	0%	0%	8%	13%	-12	-11%	1%	2%	19%	-2%
CS(=O)(=O)NNC(=O)Cn1nnc(-c2cc(C(F)(F)F)cc(C(F)(F)F)c2)n1
  2	1%	5%	1%	-9%	-10	-4%	2%	2%	·	-1%
COc1cccc(/C=C/C(=O)OCC(=O)Nc2ccc(N3CCOCC3)cc2)c1OC
  -29	?	-1%	-2%	-1%	-11	-3%	-6%	1%	-7%	-4%
Clc1ccc(-c2nnc3sc(-c4ccc(Br)o4)nn23)cc1
  -9	?	0%	2%	5%	21	16%	6%	4%	-26%	6%
CC1CCC2(CC1)NC(=O)N(CC(=O)Nc1cc(S(=O)(=O)N3CCCC3)ccc1Cl)C2=O (stereo unspecified)
  -1	0%	·	3%	1%	1	·	·	3%	·	·
COCCCN(C(C)=O)c1nc(-c2ccc(OC)cc2)cs1
  -10	?	0%	-1%	-28%	0	2%	1%	1%	6%	2%
Cc1cccc([C@@H]2[C@@H]3C(=O)N(Cc4ccccc4)C(=O)[C@@H]3[C@]3(C)C(=O)N(c4cccc(Cl)c4)C(=O)N23)c1
  1	?	·	-3%	-5%	-2	-2%	-13%	-4%	29%	5%
CCCS(=O)(=O)N1CCCC(C(=O)N2CCCCC2)C1 (stereo unspecified)
  -9	?	-2%	-3%	12%	-14	4%	·	5%	9%	11%
CCc1cccc(CC)c1NC(=O)CSc1nnc(C(C)C)n1CC
  2	4%	1%	1%	10%	-7	?	-7%	2%	20%	-5%
Cc1cc(C)n(CC(=O)NCCC2=CCCCC2)n1
  -3	7%	-2%	1%	12%	2	-1%	·	1%	-7%	-16%
Nc1nc(NCc2ccco2)nc(NCCO)c1[N+](=O)[O-]
  -3	-4%	0%	-4%	4%	5	8%	?	3%	·	-2%
Cc1c(NC(=O)C2CCCN(S(=O)(=O)c3cnc[nH]3)C2)c(=O)n(-c2ccccc2)n1C (stereo unspecified)
  13	-6%	2%	0%	1%	-5	-8%	-2%	?	-3%	?
Cc1cccc(C(=O)OCC(=O)N2CCCCCC2)c1
  5	-1%	·	2%	4%	-6	·	·	0%	·	-1%
COc1cc(CCCN2CCNC[C@@H]2CC2CCCCC2)cc(OC)c1OC
  -2	-1%	·	-1%	0%	·	·	·	2%	·	·
COc1ccc(OC)c(C2NC(=O)NC(C)=C2C(=O)OC2CCCCC2)c1 (stereo unspecified)
  -2	?	5%	7%	6%	6	0%	0%	1%	?	4%
O=C(COC(=O)COc1ccccc1)NCCc1ccccc1
  -7	0%	·	5%	17%	-3	·	·	4%	·	1%
CC(C)(C)N/N=C/c1c(O)n(-c2ccc(Cl)cn2)c(=O)c2ccccc12
  10	?	0%	8%	-21%	4	29%	0%	1%	3%	-3%
CC(=O)Oc1c(Sc2ccccc2[N+](=O)[O-])c(C)nn1C(C)(C)C
  4	-6%	8%	-2%	-26%	4	23%	·	-1%	1%	1%
CCOC(=O)Cc1csc(NC(=O)c2ccco2)n1
  1	?	0%	-2%	2%	-3	-3%	-6%	3%	0%	-1%
CCOc1ccc(N(C(=O)c2ccccc2Cl)C2=NC(C)(C)CS2)cc1
  32	7%	-1%	5%	-12%	-1	-3%	6%	5%	-16%	1%
C=CCn1cc(C(=O)NCCCOCC)c(=O)c2cc(S(=O)(=O)N(CC)CC)ccc21
  -6	?	2%	-1%	8%	-1	-3%	-6%	1%	-8%	2%

Screening results (PubChem)

Not all compounds are listed. The share of hits here may be higher or lower than overall.
